Screens (PubChem BioAssay)
CRFBP-R2 agonist = CRF-BP/CRF-R2 complex agonism; HEK293 CRF-R2/CRF-BP, calcium dye fluorescence (FLIPR); percent of saturating CRF peptide response; activation, % at 13.2 µM; hit rate 0.46% among 350,000; AID 588473;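 active = activation of at least 50%, plus an integration ratio under a set limit after plate pattern correction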;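 note: plate controls were neutral control wells without compound for no effect and CRF at EC100 for full effect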
CHRM4 agonist = CHRM4 agonism in calcium assay; P08173; CHO-K1 hM4/Gqi5, Fluo-8 calcium fluorescence; vehicle 0%, full acetylcholine response 100%; activation, % at 3 µM; hit rate 0.14% among 360,000;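 active = activation above the run mean over all test wells plus 3 SD, cut at about 32% in these data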;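 note: peak over basal fluorescence ratio per well then scaled between controls; 0% = DMSO wells and 100% = acetylcholine at EC100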
Target sequence (P08173 whole entry, looked up): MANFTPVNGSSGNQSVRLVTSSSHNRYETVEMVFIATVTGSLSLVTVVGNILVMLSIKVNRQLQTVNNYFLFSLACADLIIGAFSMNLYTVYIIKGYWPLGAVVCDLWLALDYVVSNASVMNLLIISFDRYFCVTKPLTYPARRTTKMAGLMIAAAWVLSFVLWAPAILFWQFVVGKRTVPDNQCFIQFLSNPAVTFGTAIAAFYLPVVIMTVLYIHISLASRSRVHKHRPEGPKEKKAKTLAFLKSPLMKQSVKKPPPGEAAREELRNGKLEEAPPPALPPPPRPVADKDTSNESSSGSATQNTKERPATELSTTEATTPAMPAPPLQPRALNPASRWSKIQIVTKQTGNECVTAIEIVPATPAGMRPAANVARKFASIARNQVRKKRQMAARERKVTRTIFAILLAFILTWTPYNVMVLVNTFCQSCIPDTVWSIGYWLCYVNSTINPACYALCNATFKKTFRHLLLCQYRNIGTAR
CHRM5 PAM = CHRM5 positive allosteric modulation; P08912; hit rate 0.3% among 360,000; CHO-K1 hM5, Fluo-8 calcium, ACh EC20 PAM; 0% = ACh EC20, 100% = ACh EC100; activation, % at 3 µM;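 active = activation above the run cutoff, the mean activation of all test compounds plus 3 SD, cut at about 18% in these data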
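Assay system: CHO-K1 hM5 cells. Also added: acetylcholine at EC20 concentration, added after compound. Dosing: 3 µM, single dose. Times: compound preincubation 140 s before EC20 acetylcholine addition. Signal: Fluo-8 calcium fluorescence. Measure: % activation relative to EC20 and EC100 ACh responses. Repeats: singlicate, one well per test compound.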
CRFBP-R2 block = antagonists of CRF-binding protein/CRF-R2 receptor complex; inhibition, % at 11.8 µM; HEK293 CRF-R2/CRF-BP, CRF-induced calcium fluorescence; hit rate 0.59% among 350,000;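 active = inhibition of the ligand-induced calcium signal above about 50% at the single tested concentration, limit read from the data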
M5 ag = agonists of human muscarinic M5 receptor (CHRM5); P08912; activation, % at 3 µM; CHO-K1 hM5 cells, Fluo-8 calcium fluorescence; 0% DMSO wells, 100% maximal acetylcholine response; hit rate 0.19% among 360,000; AID 624037;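 active = activation above the run's mean over test compounds plus 3 SD, cut at about 23% in these data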;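 note: signal is peak over basal fluorescence ratio across the kinetic read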
CHRM4 PAM = potentiates acetylcholine response at human M4 receptor | CHO-K1 hM4/Gqi5, Fluo-8 calcium fluorescence, ACh EC20; 0% = ACh EC20, 100% = maximal ACh | activation, % at 3 µM | hit rate 0.4% among 360,000;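 active = activation above its plate's cutoff, the mean activation of sample wells plus 3 SD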; note: some results filed as inactive read as strong as hits
M5 antag = antagonists of human muscarinic M5 receptor (CHRM5) | CHO-hM5 cells, Fluo-8 calcium fluorescence, ACh EC80 | inhibition, % at 3 µM | hit rate 0.59% among 360,000;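 active = inhibition above a per-plate cutoff, the mean of that plate's test compounds plus 3 SD, cut at about 27% in these data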;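 note: 0% = acetylcholine EC80 with DMSO and 100% = DMSO without agonist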
M4 antag = CHRM4 antagonism in calcium assay. P08173. CHO-hM4 cells, ACh EC80, Fluo-8 calcium fluorescence. inhibition, % at 3 µM. hit rate 0.73% among 360,000. AID 624125;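 active = inhibition above its plate's cutoff, the mean inhibition of sample wells plus 3 SD, cut at about 27% in these data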;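 note: 0% = acetylcholine EC80 with DMSO and 100% = DMSO without agonist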
M1 PAM = positive allosteric modulators of human M1 muscarinic receptor | activation, % at 3 µM | AID 588819 | hit rate 0.088% among 360,000 | CHO-K1 hM1, Fluo-8 calcium fluorescence, ACh EC20; 0% = ACh EC20, 100% = maximal ACh; in the data active = activation above about 19%, passing the limit was not always enough
Target sequence (P11229 whole entry, looked up): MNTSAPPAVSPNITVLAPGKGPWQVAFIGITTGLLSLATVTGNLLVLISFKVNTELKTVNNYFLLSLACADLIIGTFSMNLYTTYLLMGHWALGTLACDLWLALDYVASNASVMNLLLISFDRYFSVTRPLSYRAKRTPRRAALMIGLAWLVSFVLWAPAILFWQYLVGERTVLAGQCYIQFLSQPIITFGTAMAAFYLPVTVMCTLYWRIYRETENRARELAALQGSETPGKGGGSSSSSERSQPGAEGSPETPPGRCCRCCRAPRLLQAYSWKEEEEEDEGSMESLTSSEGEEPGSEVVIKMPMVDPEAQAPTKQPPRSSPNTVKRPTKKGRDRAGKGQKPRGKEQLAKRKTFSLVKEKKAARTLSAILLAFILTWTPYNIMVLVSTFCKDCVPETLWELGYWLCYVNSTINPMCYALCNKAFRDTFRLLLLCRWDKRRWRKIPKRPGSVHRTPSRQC
* marks the source's active call; other numbers are inactive results; x = not tested or not shown.

SMILES	CRFBP-R2 agonist	CHRM4 agonist	CHRM5 PAM	CRFBP-R2 block	M5 ag	CHRM4 PAM	M5 antag	M4 antag	M1 PAM
COC(=O)C1=C(C)Nc2ncnn2C1c1ccc(OCc2ccccc2)cc1 (configuration not stated)	2.7	0	-4	-26	-1	6	2	-15	2
O=C(CSc1nnc(COc2cccc3cccnc23)o1)N1CCN(C(=O)c2ccco2)CC1	-2.0	3	-3	8	-1	7	-1	-5	4
Cc1ccc(C(=O)OCC(=O)NCc2ccc(Cl)cc2)s1	-0.4	2	3	0	0	-1	5	-8	7
O=C(COC(=O)c1ccc2c(c1)OCO2)NC1CCCCC1	0.4	2	7	-1	-1	4	4	-10	5
FC(F)(F)c1ccccc1N/N=C/c1cccnc1	-1.4	0	-1	-6	-3	1	11	5	14
CCCn1c(C2CCCN2c2nc(-c3ccc(C)cc3)cs2)nc2ccccc21 (configuration not stated)	-1.1	-1	-5	-7	-3	-3	12	6	3
CCCCNC(=O)C(NC(=O)c1ccc2c(c1)OCO2)C(=O)c1ccccc1 (configuration not stated)	x	1	5	x	0	14	-1	-17	x
O=C(NNC(=O)c1csc(-c2cccs2)n1)c1ccc(Cl)cc1	x	2	1	x	-1	3	-1	-13	3
Cc1sc2nc(SCCN(C)C)n(-c3ccccc3)c(=O)c2c1-c1ccc(F)cc1	-0.3	3	-1	-9	0	3	4	-10	20
Cc1cc(=O)oc(C)c1C(=O)Nc1ccc(N(C)C)cc1	-1.2	1	10	-6	-6	8	4	-9	6
Cc1cc(NC(=O)COc2ccccc2C)ccc1NC(=O)c1cccs1	-1.3	7	-3	-6	-3	-8	17	-5	5
CCCN(CC(=O)Nc1ccccc1C)C(=O)c1cccc(S(=O)(=O)N2CCc3ccccc3C2)c1	0.6	22	-16	-10	7	-15	28*	23	-14
COc1ccc(NC(=O)CCc2nnc3ccc(N4CCC5(CC4)OCCO5)nn23)cc1	2.7	2	-2	4	-3	2	5	-6	8
COc1cc(Cl)ccc1NC(=O)COc1ccccc1C(=O)N1CCN(c2ccc(O)cc2)CC1	0.5	3	-1	9	1	-6	-6	-1	1
CC1CC(=O)N(c2ccc(C(C)C)cc2)C(=O)C1	1.2	1	0	5	1	-7	1	-10	21
CN1CCc2c(sc3c2C(=O)NC(c2ccco2)N3)C1 (configuration not stated)	16	1	-12	11	-3	8	17	-2	7
N/C(=N\OC(=O)c1ccc2c(c1)OCO2)c1ccc([N+](=O)[O-])cc1	-1.4	0	-6	3	0	2	5	4	2
CCc1cccc(NC(=O)CCCn2c(=O)[nH]c3ccsc3c2=O)c1	0.4	1	1	9	-3	-1	9	4	5
COc1ccccc1-n1c(-c2cn(C)nc2C)n[nH]c1=S	-0.5	1	0	8	-2	9	3	-4	2
COc1ccc(N(C)C(=O)Cc2c(C(=O)O)n(C)c3ccccc23)cc1	-1.9	0	1	20	-3	-3	0	0	-2
Cc1c(C(=N)C(C#N)C#N)c(=N)oc2c1ccc1ccccc12	-0.7	1	0	5	0	-2	4	15	7
O=C(Cn1nc(-c2ccco2)ccc1=O)Nc1cc(C(F)(F)F)ccc1Cl	-2.4	5	-2	6	1	0	8	10	12
CCOc1cc(C(=S)N2CCN(C)CC2)ccc1OCC(=O)N1CCCC1	-0.4	1	4	3	-3	3	0	2	6
Cc1ccc(-c2nc3c(c(=O)c4ccccc4n3C)c(=O)n2Cc2ccco2)cc1	0.0	-2	8	-5	6	0	1	5	17
O=C1OCC(CO)(CO)N=C1NNc1cc(Cl)ccc1Cl	-1.9	1	-2	-2	1	2	-1	7	1

Shown with each value named: part of the list above
Cc1sc2nc(SCCN(C)C)n(-c3ccccc3)c(=O)c2c1-c1ccc(F)cc1
  CRFBP-R2 agonist = -0.3
  CHRM4 agonist = 3
  CHRM5 PAM = -1
  CRFBP-R2 block = -9
  M5 ag = 0
  CHRM4 PAM = 3
  M5 antag = 4
  M4 antag = -10
  M1 PAM = 20
Cc1cc(=O)oc(C)c1C(=O)Nc1ccc(N(C)C)cc1
  CRFBP-R2 agonist = -1.2
  CHRM4 agonist = 1
  CHRM5 PAM = 10
  CRFBP-R2 block = -6
  M5 ag = -6
  CHRM4 PAM = 8
  M5 antag = 4
  M4 antag = -9
  M1 PAM = 6

Continuation.
SMILES	CRFBP-R2 agonist	CHRM4 agonist	CHRM5 PAM	CRFBP-R2 block	M5 ag	CHRM4 PAM	M5 antag	M4 antag	M1 PAM
CCN(c1ccccc1)S(=O)(=O)c1cc(C(=O)O)ccc1C	-2.6	0	13	20	-2	17*	-6	-1	8
CC(=O)c1cccc(NC(=O)COC(=O)c2ccc3c(c2)OCO3)c1	-0.8	5	-10	-12	2	4	15	0	4
COc1ccc2oc(C)c(C(N)=O)c2c1	0.7	1	11	-6	-1	22	-6	-6	10
COc1ccc(S(=O)(=O)N(C)C[C@H]2OCc3cn(nn3)CCCC(=O)N([C@H](C)CO)C[C@@H]2C)cc1	0.0	0	2	5	1	8	3	-15	7
Cn1c(CN2CCCCC2)nc2cc(NS(=O)(=O)c3ccc(F)cc3)ccc21	0.4	8	2	-31	-3	5	-9	-13	-4
Cc1cc(-c2ccccc2)nc2cc(C(=O)N(Cc3ccccc3)Cc3ccccc3)nn12	0.9	0	-15	11	-2	-12	13	17	-3
Cc1cc(C(=O)CSc2nnc(C3COc4ccccc4O3)n2C)c(C)n1-c1ccc(F)cc1 (configuration not stated)	2.3	4	-9	24	-5	0	2	3	2
Cc1ccccc1Nc1ncnc2c1cnn2-c1ccccc1	-0.4	3	-4	-25	-3	-3	3	2	-5
CCn1c(C)c(C)c2cc(C(=O)N3CCCC3)ccc21	-0.6	0	-2	3	-3	1	2	6	6
O=C(CSc1oc(-c2ccc(F)cc2)nc1S(=O)(=O)c1ccc(F)cc1)NCC1CCCO1 (configuration not stated)	-1.0	1	-2	11	2	-1	-3	8	-10
CCC(Sc1nc2n[nH]c(C)c2c(=N)n1-c1ccc(C)c(Cl)c1)C(=O)N1CCOCC1 (configuration not stated)	3.8	1	13	-26	-4	4	2	-5	7
CN(C)N1C(=O)c2c(Cl)c(Cl)c(Cl)c(Cl)c2C1=O	1.0	0	5	-13	4	2	5	7	12
CCc1noc(C)c1C(=O)N1CCN(S(=O)(=O)c2ccc(Cl)s2)CC1	0.1	0	-1	-11	-4	2	4	-5	12
O=C(NC(=S)Nc1ccccc1N1CCOCC1)c1ccc(-c2cc(Cl)ccc2Cl)o1	-0.6	1	-4	-7	-4	-2	-5	-13	1
O=C(NCC1CCCO1)c1cccc(NS(=O)(=O)c2ccccc2)c1 (configuration not stated)	-0.7	1	-2	10	2	7	8	-10	2
CCCNC(=O)C1(C)CCN1C(=O)C1(c2ccccc2)CC1 (configuration not stated)	x	1	3	x	-1	3	3	-2	11
CCN(CC)c1ccc(/C=N/NC(=O)c2cnccn2)cc1	-0.9	1	2	-2	1	-3	-8	-8	5
Cc1cc(NC(=O)C23CCC(C)(C(=O)O2)C3(C)C)no1 (configuration not stated)	7.5	1	0	17	-1	12	-1	7	-2
CC(OC(=O)c1ccc2ncsc2c1)C(=O)Nc1cccc(Cl)c1 (configuration not stated)	0.4	3	-13	-5	-7	-6	16	13	-14
COc1ccc(C(=O)CCN2CCN(c3ccccc3OC)CC2)cc1	-2.2	2	2	11	-9	-4	5	4	4
O=C1NC[C@H](CCCCN2C[C@H](Cc3ccc(O)cc3)N(CC3CCCCC3)C(=O)C2=O)N(CC2CCCCC2)C1=O	x	1	0	x	-3	6	0	-9	x
COc1ccccc1NC(=O)COC(=O)Cc1cccs1	-2.5	4	7	-3	0	3	-18	-1	11
CC(C)(C)OC(=O)N1CCN(C(=O)c2[nH]cnc2C(=O)N[C@@H](Cc2ccccc2)C(=O)OCc2ccccc2)CC1	0.6	19	-25	-14	-4	-8	23	14	-8
CN(C)C(=O)c1cc([N+](=O)[O-])cc([N+](=O)[O-])c1N(C)C	-1.4	1	-4	-2	0	1	2	-2	6
Cc1ccc(C(=O)NNC(=O)c2ccc(S(=O)(=O)N(C)c3ccccc3)cc2)cc1	-1.0	3	1	-16	1	2	-5	-9	1
Other records follow.
SMILES	CRFBP-R2 agonist	CHRM4 agonist	CHRM5 PAM	CRFBP-R2 block	M5 ag	CHRM4 PAM	M5 antag	M4 antag	M1 PAM
Cc1cc(Nc2ccccc2N2CCOCC2)n2ncnc2n1	0.9	-1	-1	-7	1	13	-4	5	10
Cc1cc(Cl)nc2c(C(C)C)cccc12	1.1	1	4	-11	-3	0	-9	-2	8
CCOc1ccc(OCCSc2nc3ccccc3o2)cc1	3.4	0	-5	-11	-1	0	-2	-5	-1
O=C(c1ccc(Br)s1)N1CCN(S(=O)(=O)c2ccccc2)CC1	0.5	2	-8	-12	-3	-5	13	10	2
O=C(CSc1nc2ccc([N+](=O)[O-])cc2s1)NC1CCS(=O)(=O)C1 (configuration not stated)	-0.3	2	0	-13	-1	2	-1	-4	10
O=C1CSc2ccc(S(=O)(=O)NCc3ccccc3Cl)cc2N1	-1.2	4	12	-3	1	1	-12	5	0
O=C1C[C@@H]2c3c(cccc3CN1Cc1ccccc1Br)C[C@@H](O)[C@H]2O	3.1	5	-9	4	5	6	9	-2	9
Cc1ccc(C)c(/C=C(\C(=O)O)c2ccc(S(=O)(=O)N3CCCCC3)s2)c1	0.0	-1	6	-6	-5	2	1	-4	8
COc1ccc(NC(=O)C2Cc3c(-c4ccc(NC(C)=O)cc4)ccnc3O2)cn1 (configuration not stated)	x	4	0	x	1	3	0	-7	9
O=C(NCc1ccccn1)C1CCN(Cc2cnn(-c3ccccc3)c2-n2cccc2)CC1	0.9	0	8	17	-5	6	-10	-1	6
COc1ccc(OC)c(CN2CCN(S(=O)(=O)c3ccccc3)CC2)c1	-1.7	0	6	1	-2	-8	-4	-15	14
O=C(N/N=C/c1ccco1)c1cccc(N2Cc3ccccc3C2)c1	-0.4	1	-7	-3	4	1	4	-8	11
Cc1ccc(C(C(=O)NC2CCCC2)N(C(=O)c2csnn2)c2cccc(F)c2)o1 (configuration not stated)	0.9	2	5	9	1	8	10	3	4
C/C(=N/OC(=O)c1c(-c2c(F)cccc2Cl)noc1C)c1cnccn1	-1.6	3	-3	-5	-16	-7	4	7	-7
COc1ccccc1CNC(=O)C1CCC(CNc2c(N3CCC(C)CC3)c(=O)c2=O)CC1 (configuration not stated)	1.9	1	1	20	-4	6	7	-1	1

Record cards, from the list above. Order of values: CRFBP-R2 agonist, CHRM4 agonist, CHRM5 PAM, CRFBP-R2 block, M5 ag, CHRM4 PAM, M5 antag, M4 antag, M1 PAM
O=C1C[C@@H]2c3c(cccc3CN1Cc1ccccc1Br)C[C@@H](O)[C@H]2O as listed: 3.1, 5, -9, 4, 5, 6, 9, -2, 9
O=C(N/N=C/c1ccco1)c1cccc(N2Cc3ccccc3C2)c1 as listed: -0.4, 1, -7, -3, 4, 1, 4, -8, 11

An excerpt from above, showing only M1 PAM:
compound,M1 PAM
Cc1cc(Nc2ccccc2N2CCOCC2)n2ncnc2n1,10
O=C1CSc2ccc(S(=O)(=O)NCc3ccccc3Cl)cc2N1,0
COc1ccccc1CNC(=O)C1CCC(CNc2c(N3CCC(C)CC3)c(=O)c2=O)CC1 (configuration not stated),1
COc1ccc(NC(=O)C2Cc3c(-c4ccc(NC(C)=O)cc4)ccnc3O2)cn1 (configuration not stated),9
